Screens as filed in PubChem BioAssay.
KCNH2 3.1 block = KCNH2 3.1 (human) potassium channel inhibition; actives 0.95% (n = 340,000); activity change, % (tested at about 1.8 µM); U2OS KCNH2 3.1, thallium flux FluxOr; hits give low values;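 active = maximum activity change below -70%; inconclusive = maximum activity change from -70% to -50%; inactive = maximum activity change above -50%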;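 note: thallium influx rate constant from kinetic fluorescence after stimulation buffer; % is set by controls: 0 for no effect and ±100 for the full control effect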
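U2OS cells transduced with KCNH2 3.1 mutant virus (1.77 x 10^8 /mL, 4 h), plated overnight at 37 C, loaded 45 min with FluxOr dye plus Red40 quencher. Thallium flux rate constant from kinetic reads after stimulation buffer, normalised to controls.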
MLL CXXC-DNA inh = MLL CXXC-DNA interaction inhibition | Q03164 | MLL-CXXC / FITC-HOXA9 DNA fluorescence polarization | Potency, µM (series often up to 115 µM), without a hit: top-dose activity change, negative = inhibition, most hits filed as inhibitors | actives 0.037% (n = 290,000); active = well fitted inhibition curve with a large enough effect in the polarisation, with a control signal flat, not every such curve was filed as active; inconclusive = small, poorly fitted or top-dose-only effect, or effect the other way, or a change in a side signal; inactive = no such curve, though single readings can be large or run the other way; the % refers to the polarisation; note: potency is the fitted concentration of half-maximal effect
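Fluorescence polarization: 7 uM MLL-CXXC (stock) preincubated 5 min with compounds, then 50 nM fluorescein-HOX-A9 DNA (stock) added; 30 min ambient. Buffer 50 mM Tris-HCl pH 7.5, 50 mM NaCl, 1 mM DTT, 0.05% BSA.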
Giardia killer = kills Giardia lamblia; Giardia lamblia trophozoite viability; activity change, % at 7.66 µM, hits read low; actives 0.15% (n = 340,000); in the data active = activity change below about -80%; inconclusive = between about -30% and that limit;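 note: parasites exposed to compound for two days anaerobically before the ATP read; % is set by controls: 0 for no effect and ±100 for the full control effect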
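Anaerobic 48 hrs incubation at 37 deg C of 100 trophozoites/well with test compounds; ATPLite 1-Step luminescence, 15-30 min RT, reports cellular ATP as viability.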
Coupling enz = inhibits coupling enzyme system, counter-screen for aldolase hits; AID 2472; actives 0.67% (n = 290,000); activity change, negative = inhibition, % at 58.2 µM, hits read low; coupling enzyme system counterscreen, AmpLite Red fluorescence; in the data active = activity change below about -30%; note: % is set by controls: 0 for no effect and ±100 for the full control effect
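Final compound at 57.5 uM, incubated 10 min at RT with coupling enzyme reagent (glyceraldehyde-3-phosphate), then 20 min with substrate and AmpLite Red detection. Fluorescence read at 525/598 nm; tests interference with the coupling assay, not aldolase inhibition.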
TRPV1 agonist = agonists of human vanilloid receptor 1 (TRPV1). Q8NER1. TRPV1-expressing cells, Fluo-8 calcium influx, agonist mode. activation, % at 8.33 µM. actives 0.19% (n = 320,000); in the data active = activation above about 80%; inconclusive = between about 30% and that limit; note: 0% is about no effect
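Fluo-8 calcium influx in TRPV1-expressing cells, kinetic read (ex 480/em 520 nm). Compound added and read 3 min for agonist activity, followed by capsaicin at EC20 final and 2 min further read for enhancement.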
hERG WT inh = KCNH2 (human, wildtype) channel inhibition; Q12809; U2OS, BacMam KCNH2, thallium flux FluxOr; hits give low values; activity change, % at 1.84 µM; actives 0.37% (n = 340,000); AID 720551;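 active = maximum activity change below -70%; inconclusive = maximum activity change between -70% and -50%; inactive = maximum activity change above -50%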; note: % is set by controls: 0 for no effect and ±100 for the full control effect
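U2OS cells transduced with wild-type KCNH2 virus are loaded with FluxOr dye for 45 min, and thallium flux is measured in kinetic reads before and after stimulation buffer. Rate constants are normalized to DMSO controls.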
GALK inhibitor = inhibitors of human galactokinase; Potency, µM (titrated, usually from 57.5 µM), for inactives: at the top dose activity change, negative = inhibition, hits mostly inhibitors; actives 0.007% (n = 270,000); Purified GALK, Kinase-Glo residual ATP luminescence; AID 1868; note: potency is the fitted concentration of half-maximal effect; % is set by controls: 0 for no effect and ±100 for the full control effect
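ATP-depletion format; final 35 uM ATP, 100 uM D-galactose, 5 nM enzyme; pH 8.0 HEPES/Mg2+ buffer; 60 min RT; luminescence read 10 min after detection reagent.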
B2AR arrestin = beta2AR (human) beta-arrestin recruitment activity; actives 0.02% (n = 330,000); P07550; beta-arrestin recruitment to beta2AR, cell-based reporter; Potency, µM (series often up to 46.1 µM), for the others: at the top dose activation, hits mostly activators; AID 492947;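 note: potency is the fitted concentration of half-maximal effect; 0% = DMSO controls and full agonism = EC100 isoproterenol or metaproterenol; nearly all actives have a fitted effect of over 65% in size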
Target sequence (P07550 whole entry, looked up): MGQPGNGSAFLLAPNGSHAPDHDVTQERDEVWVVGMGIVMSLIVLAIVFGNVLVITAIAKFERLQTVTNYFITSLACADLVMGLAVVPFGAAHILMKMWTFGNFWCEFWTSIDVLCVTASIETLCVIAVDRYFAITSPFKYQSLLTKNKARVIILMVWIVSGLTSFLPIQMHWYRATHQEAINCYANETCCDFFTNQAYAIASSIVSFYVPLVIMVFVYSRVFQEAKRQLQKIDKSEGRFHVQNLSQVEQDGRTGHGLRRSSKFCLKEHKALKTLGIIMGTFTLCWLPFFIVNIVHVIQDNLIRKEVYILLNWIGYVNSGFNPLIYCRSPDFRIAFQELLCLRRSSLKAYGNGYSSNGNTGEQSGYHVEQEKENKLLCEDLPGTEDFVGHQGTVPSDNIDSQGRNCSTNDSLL
PKM2 activator = increases activity of human pyruvate kinase M2 | actives 0.34% (n = 260,000) | P14618 | purified PKM2, Kinase-Glo ATP luminescence, activation; response scale: 0% is enzyme alone, no compound | Potency, µM (doses to about 57.5 µM), inactives show at the highest dose activation, most hits filed as activators; note: potency is the fitted concentration of half-maximal effect; % is set by controls: 0 for no effect and ±100 for the full control effect; nearly all actives have a fitted effect of over 55% in size
Target sequence (P14618 whole entry, looked up): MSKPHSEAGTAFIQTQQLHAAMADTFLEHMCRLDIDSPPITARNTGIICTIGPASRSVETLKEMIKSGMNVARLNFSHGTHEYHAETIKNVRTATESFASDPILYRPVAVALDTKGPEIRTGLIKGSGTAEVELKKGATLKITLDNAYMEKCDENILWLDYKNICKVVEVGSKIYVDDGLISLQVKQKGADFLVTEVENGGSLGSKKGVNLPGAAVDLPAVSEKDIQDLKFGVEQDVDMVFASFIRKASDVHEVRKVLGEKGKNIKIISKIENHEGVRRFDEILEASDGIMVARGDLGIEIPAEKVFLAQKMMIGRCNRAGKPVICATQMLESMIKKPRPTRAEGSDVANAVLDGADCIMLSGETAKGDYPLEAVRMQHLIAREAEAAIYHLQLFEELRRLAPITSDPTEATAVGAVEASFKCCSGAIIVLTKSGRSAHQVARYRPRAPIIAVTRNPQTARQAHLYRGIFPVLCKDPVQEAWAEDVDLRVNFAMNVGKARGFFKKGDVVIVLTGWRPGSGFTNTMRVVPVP
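hPK-M2, >95% pure; 0.1 mM ADP / 0.5 mM PEP final; imidazole pH7.2 buffer w/ 7 mM MgCl2, 50 mM KCl; 1 h RT; Kinase-Glo lum. Intermediate enzyme activity for dual inhibitor/activator qHTS.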
Menin MLL FP TR = menin-MLL binding inhibition, Texas Red mutant peptide | O00255 | Menin + Texas Red MLL mutant peptide, fluorescence polarization | actives 0.23% (n = 270,000) | AID 1768 | Potency, µM (top dose mostly 61.6 µM), without a hit: at the highest dose FP activity change, negative = inhibition, hits mostly inhibitors; active = well fitted inhibition curve with a large enough effect in the polarisation, with a control signal flat, not every such curve was filed as active; inconclusive = small, poorly fitted or top-dose-only effect, or effect the other way, or a change in a side signal; inactive = no such curve, though single readings can be large or run the other way; the % refers to the polarisation; note: potency is the fitted concentration of half-maximal effect; % of control where 0% means no effect; many of its hits are not listed in these tables
USP2a block = inhibitors of human ubiquitin-specific protease USP2a; O75604; USP2 core, Ub-CHOP2 coupled fluorogenic reporter, 485/531; actives 0.01% (n = 330,000); Potency, µM (doses to about 38.3 µM), for inactives: at the highest dose activity change, negative = inhibition, hits mostly inhibitors;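 note: potency is the fitted concentration of half-maximal effect; plate controls were DMSO wells for no effect and full inhibition by NEM control for full effect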
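Cell-free coupled assay: 10nM USP2 core preincubated 30min RT with compound in Tris-HCl pH 8.0/CaCl2/CHAPS buffer, then 25nM Ub-CHOP2 and 25nM reporter substrate; fluorescence (Ex 485/Em 531) read after 60min RT, normalized to NEM inhibition, concentration-response curves fitted.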
* hit, by the source's call; ? = inconclusive; nt = no result given; & = joins results of further samples; [ ] = dose if it differs, or a comment. Unless noted, calls come from the whole dose curve; as a rule, active = well fitted curve in the direction sought with a large enough effect; inconclusive = small, poorly fitted or top-dose-only effect, or another doubt; inactive = no such curve, though single readings can be large; an effect the other way counts as inactive or inconclusive. A portion of the library, so the mix of outcomes need not match the whole.

SMILES	KCNH2 3.1 block	MLL CXXC-DNA inh	Giardia killer	Coupling enz	TRPV1 agonist	hERG WT inh	GALK inhibitor	B2AR arrestin	PKM2 activator	Menin MLL FP TR	USP2a block
Cc1cc(C)nc(SCC(=O)c2ccc(F)c(C)c2)n1	21	9%	16	2	-1	-5	-4%	-0.2%	5%	0%	-1%
O=C1N(CC(=O)N2CCc3ccccc32)CCN1Cc1ccccc1Cl	-2	-7%	5	5	-1	1	2%	0.2%	5%	-7%	-3%
Cc1ccc(NC(=O)CN2CCN(S(=O)(=O)c3cccs3)CC2)cc1S(=O)(=O)N(C)C	2	31%[activator]	0	-5	1	-13	0%	0.1%	-2%	10%	0%
CN(C(=O)c1ccccc1)c1ccc(OCC(=O)NC2CCS(=O)(=O)C2)cc1 (stereo not given)	5	5%	13	-4	-11	-18	-2%	-0.4%	12%	1%	1%
Cc1ccc(NC(=O)C2CC(=O)N/C(=N/N=C/c3ccco3)S2)cc1C (stereo not given)	-4	5%	2	1	4	-4	0%	0.0%	0%	?	3%
O=C(COC(=O)CCS(=O)(=O)c1ccccc1)Nc1ccccc1	18	nt	-4	nt	-1	-19	nt	-1.0%	nt	nt	2%
O=C1NCCN1C(=O)c1ccccc1F	-5	-8%	0	2	0	-2	2%	-0.7%	-1%	0%	1%
C=CCc1cccc(/C=C/c2cc(=O)c3ccccc3[nH]2)c1O	-1	2%	6	-1	21	-17	2%	2.2%	-12%	18%	2%
C=CCNC(=O)c1cccc(OC2CCN(CC(C)(C)C)CC2)c1	-32	-1%	11	-2	22	-1	0%	0.0%	-1%	-28%	1%
CNC(=O)/C=C/c1cc(C(=O)c2ccc(Cl)cc2Cl)cn1C	7	-4%	20	-2	9	1	6%	0.5%	nt	?	0%
CCN(CC(=O)Nc1ccc(C(C)=O)cc1)CC(=O)Nc1cccc(OC)c1	1	-1%	4	-1	1	19	16%	0.1%	nt	-2%	2%
CC(C)[C@H](NC(=O)[C@H](CCCN=C(N)N)NC(=O)NC(Cc1ccccc1)C(=O)O)C(=O)NC(C=O)CCCN=C(N)N (stereo not given in full)	17	6%	14	1	0	-8	nt	-0.9%	1%	11%	-1%
CCCCOC(=O)CSCC(=O)Nc1cc(C)on1	7	3%	-7	3	-3	-6	-3%	0.3%	0%	11%	-3%
O=C(CN(CCc1ccccc1)Cc1ccccc1)Oc1ccccc1P(=O)(O)O	1	-6%	3	22	1	0	nt	0.2%	nt	-10%	2%
CCOC(=O)c1cc(-c2ccc(Cl)s2)nc2c1c(C)nn2C	nt	13%	nt	1	25	nt	1%	-0.1%	1%	18%	1%
COc1cc(-c2ccccc2)[nH]c(=S)n1	-1	nt	-21	nt	-3	2	nt	0.3%	nt	nt	2%
O=c1c(-c2ccccc2)c[nH]n1-c1cccc([N+](=O)[O-])c1	6	-3%	10	-15	1	-5	1%	0.2%	0%	?	7%
CSc1ccccc1NC(=O)Nc1cccc(Cl)c1	0	0%	3	-3	?	-15	-3%	-0.2%	-12%	22%	-2%
COc1ccc(-c2c(C#Cc3ccsc3)c3cc(-c4cccc5[nH]ccc45)ccc3n2C)cc1	-7	nt	-21	nt	-6	2	nt	4.3%	nt	nt	-1%
O=C(NC(=S)Nc1cccc2ncccc12)c1ccccc1	1	11%	-11	0	10	3	1%	0.0%	-2%	5%	-12%
CCS(=O)(=O)c1ccc2oc(SCC(=O)NC3CCCC(C)C3C)nc2c1 (stereo not given)	12	12%	-7	4	-1	-2	1%	0.0%	-5%	0%	3%
CCCN1C(=O)SC(CC(=O)Nc2ccc(Br)cc2)C1=O (stereo not given)	-6	3%	4	-1	8	3	2%	-0.2%	4%	?	5%
O=C(O)c1ccccc1C(=O)Nc1ccc(Oc2ccccc2)cc1	-1	-3%	-4	3	13	-10	nt	-0.3%	21%	nt	-1%
CN1C(=O)NC(NC(=O)c2ccncc2)(C(F)(F)F)C1=O (stereo not given)	7	1%	22	-3	0	2	0%	0.0%	-6%	3%	2%
Cc1cccc(NS(=O)(=O)c2cc3c4c(c2)CC(=O)N4CCC3)c1C	-7	-2%	6	nt	14	-1	6%	0.1%	nt	nt	0%
O=C(NCCc1ccccc1)N1CCCC(CNS(=O)(=O)Cc2ccccc2)C1 (stereo not given)	-14	-9%	16	0	6	-32	-1%	-0.3%	0%	6%	0%
S=C(Nc1ccc(Oc2ccccc2)cc1)N1CCOCC1	3	23%	7	4	?	-8	1%	-0.2%	nt	17%	0%
CN(c1ccccc1C(=O)NCc1ccccc1Cl)S(=O)(=O)c1ccccc1	-8	5%	-1	0	13	-18	-8%	-1.1%	-1%	11%	4%
Cc1ccc(OCC(=O)NCCCNC(=O)c2ccccn2)cc1C	-8	-1%	-6	0	0	-1	0%	-0.2%	2%	3%	4%
CC1CCCC(C)N1/N=C/c1cccc(Br)c1 (stereo not given)	0	-1%	5	0	3	-12	nt	-1.1%	nt	-2%	4%
NC(=S)N/N=C/c1cc([N+](=O)[O-])ccc1OCCOc1ccccc1	-13	27%	-2	0	-1	10	-1%	0.1%	-1%	18%	1%
COc1ccccc1C(CCNCc1ccccc1)c1ccc(OC(C)C)cc1 (stereo not given)	?	?	9	-1	18	-2	-2%	-0.7%	nt	?	1%
CC(C)C(NC(=O)CN(c1cccc(F)c1)S(C)(=O)=O)C(C)C	-2	-1%	11	-4	1	-13	-4%	0.0%	-2%	-20%	0%
O=C(C1CCC(=O)N1Cc1cccs1)N1CCOCC1 (stereo not given)	-18	26%	3	0	-1	0	9%	-0.3%	5%	-2%	1%
CN1CCN(c2ccc(CNS(=O)(=O)c3ccc(Cl)cc3)cc2)CC1	5	-8%	39[activator]	1	-2	-6	-1%	-0.1%	0%	nt	-1%
COc1ccc(S(=O)(=O)N2CCOC23CCN(S(=O)(=O)c2cc(C)ccc2C)CC3)cc1	-5	nt	6	nt	2	8	nt	-0.7%	nt	nt	1%
COc1ccc(/C=C/C(=O)Nc2ccc(NC(C)=O)cc2)cc1S(=O)(=O)N1CCOCC1	7	-9%	9	0	-1	8	1%	-0.5%	-2%	nt	8%
Cc1ccccc1[C@@H]1C(C#N)=C(N)S[C@H]1C(=O)c1ccccc1	-10	-3%	2	0	0	-7	-2%	0.0%	7%	-5%	?
O=C(COC(=O)C1=COCCO1)NC1CCCCC1	-1	nt	3	nt	0	12	nt	0.0%	nt	nt	-1%
O=C(NCCC1=CCCCC1)c1cc2ccccc2oc1=O	-10	-13%	3	0	?	-2	-3%	0.8%	-1%	nt	1%
O=C1CC2(CCN(C(=O)C3CC(=O)N(c4ccccc4)C3)CC2)Oc2ccccc21 (stereo not given)	14	nt	1	nt	-1	32	nt	-0.9%	nt	nt	-1%
CCn1c(CNC(=O)c2ccccc2F)cc2ccccc21	1	-7%	-17	1	?	1	-4%	-0.2%	7%[11.5 µM]	-8%	1%
O=C(CCl)N1CCN2C(=O)c3ccccc3C12c1ccc(Cl)cc1 (stereo not given)	3	8%	-16	2	2	-5	7%	0.0%	0%	?	-1%
CSc1ccc(CN2CCCN(C)CC2)cc1	2	-6%	-11	-2	1	0	-2%	0.3%	2%	-25%	1%
CCc1nn(CC(=O)Nc2cc(C)ccc2C)c(=N)s1	5	9%	6	-2	-3	-2	0%	0.2%	2%	5%	3%
CCc1nnc(NC(=O)CCN(c2cc(C)cc(C)c2)S(=O)(=O)c2ccc(Cl)cc2)s1	4	-2%	16	1	2	-5	0%	0.2%	-19%	-7%	3%
COC(=O)c1c(NC(=O)CCC(=O)O)sc2c1CCCCC2	-13	20%	1	9	-3	-14	-3%	-0.8%	7%	8%	1%
COc1ccc(-n2ncc3c(=O)n(CC(=O)N4CCCc5ccccc54)cnc32)cc1	2	-5%	-4	6	1	-5	-1%	-0.3%	7%	17%	1%
Clc1ccc(C2[C@H]3CN(CC4CCCCC4)[C@H](c4ccccc4)C34CC2(c2ccccc2)C4)cn1 (stereo not given in full)	-210*	4%	0	0&0	1	8	5%	-0.1%	-1%&-2%	10%	-16%
CCN(CC)CCNC(=O)/C(=C/c1cn(C)c2ccccc12)NC(=O)c1ccc(OC)c(OC)c1	-29	-6%	-24	0	0	-10	-1%	0.2%	4%	nt	2%
